# High-throughput results: PubChem BioAssay, National Center for Advancing Translational Sciences (NCATS)
# IL-1B inflam inh = inflammasome signaling inhibition, IL-1 beta readout. THP-1 LPS/ATP IL-1B secretion, AlphaLISA, 16 h; hits give low values. activity change, % at 57.5 µM. 360,000 compounds, 4.7% hits; in the data active means activity change below about -50%; inconclusive means mostly about -30% to -49%; further: on the % scale 0 is the no-effect control and ±100 the full control effect
#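 THP-1 cells pretreated 1 hr with compounds (up to 57.5 uM final), then stimulated with LPS (250 ng/mL final) plus ATP (1.25 mM final); secreted IL-1B measured by AlphaLISA after 16 hr, decreased signal indicating inhibition.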
# Nrf2 ARE act = activates Nrf2 signaling. AREc32 ARE-luciferase reporter (MCF7-derived line), luminescence, 24 h. Potency, µM (highest dose often 46.1 µM), for inactives: top-dose activation, actives largely listed as activators. 410,000 compounds, 0.31% hits. AID 624171; further: potency means the concentration at half of the fitted maximal effect; % of control where 0% means no effect; nearly all actives have a fitted effect of over 65% in size
#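 AREc32_Fluc, 1000 cells/well, OPTI-MEM + 5% FBS, o/n 37 deg C 5% CO2; 23 nL cpd by pin tool, 24 hr; Steady-Glo 30 min RT, luminescence.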
# MCF10A rerep = DNA re-replication induction in MCF 10a cells; AID 624296; 350,000 compounds, 2.9% hits; Potency, µM (series often up to 46.1 µM), for inactives: at the top dose activity, positive = re-replication, hits mostly activators; MCF 10A DNA re-replication, Hoechst nuclear intensity, 48 h; further: potency means the concentration at half of the fitted maximal effect; % of control where 0% means no effect; nearly all actives have a fitted effect of over 50% in size
# Nrf2 block = inhibitors of Nrf2 signaling; 360,000 compounds, 2.1% hits; A549 ARE-Fluc reporter, luciferase luminescence, 18-24 h; Potency, µM (doses to about 46 µM), without a hit: at the top dose activity change, negative = inhibition, usual class: inhibitors; further: potency means the concentration at half of the fitted maximal effect; on the % scale 0 is the no-effect control and ±100 the full control effect; nearly all actives have a fitted effect of over 60% in size
#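 Concentration-response testing used A549 ARE_Fluc cells at 5000 cells/well. Following an 18-24 h compound incubation, viability was read by fluorescence (Ex 405/Em 525) and luciferase output by luminescence.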
# HepG2 tox = HepG2 cytotoxicity, counter-screen for TGF-b inhibitors; HepG2 CAGA-GFP viability, ATP luminescence, 18 h; Potency, µM (top dose mostly 46.1 µM), for inactives: at the top dose activity change, negative = cytotoxicity, actives largely listed as cytotoxic; 410,000 compounds, 0.76% hits; further: potency means the concentration at half of the fitted maximal effect; some results filed as inactive show a strong effect at the top dose
#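 HepG2 CAGA-GFP cells (1000/well, DMEM with 1% FBS) received compound, then TGF-beta at 500 pg/mL final, and were incubated 18 hours at 37 degrees C. Viability was read by CellTiter-Glo luminescence. Media-only wells were set as complete cell-killing and DMSO as no toxicity.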
# S2 tox = viability counter-screen for ATXN expression inhibitors; S2 cells (HEK-293 line with an ATXN2-luciferase reporter) viability, CellTiter-Fluor protease fluorescence, 24 h; 400,000 compounds, 0.49% hits; Potency, µM (top dose mostly 56.7 µM), actives largely listed as cytotoxic; AID 651635; further: potency means the concentration at half of the fitted maximal effect; nearly all actives have a fitted effect of over 40% in size
# TGFb inhibitor = blocks TGF-b signaling. HepG2 CAGA-GFP TGF-b/SMAD3 reporter, GFP fluorescence, 18 h; TGF-beta stimulated, 500 pg/mL final. Potency, µM (top dose mostly 46.1 µM), for the others: top-dose activity, negative = inhibition, hits mostly inhibitors. 410,000 compounds, 1.2% hits. AID 588855; further: potency means the concentration at half of the fitted maximal effect; on the % scale 0 is the no-effect control and ±100 the full control effect; nearly all actives have a fitted effect of over 65% in size
#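 Inhibition of TGF-beta-driven CAGA-GFP reporter expression in HEPG2 cells is measured by cellular GFP fluorescence after 18 h stimulation with 500 pg/mL recombinant TGF-beta in 1% FBS medium at 37 degrees C.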
# A549 tox = counter-screen for Nrf2 inhibitors: cytotoxicity in A549 cells; A549 ARE-Fluc cells, CellTiter-Fluor viability, 18-24 h; 390,000 compounds, 0.16% hits; AID 504648; Potency, µM (doses to about 46 µM), inactives show at the highest dose activity change, negative = cytotoxicity, usual class: inhibitors; further: potency means the concentration at half of the fitted maximal effect; on the % scale 0 is the no-effect control and ±100 the full control effect
#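 Cytotoxicity counterscreen: CellTiter-Fluor fluorescence was measured in A549 ARE_Fluc cells after 18-24 h of compound exposure in a concentration series. The subsequent BugLite luminescent read reports ARE-luciferase activity.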
# ATXN2 expr inh = ATXN2 expression inhibition | HEK-293 ATXN2-luciferase reporter, luminescence, 24 h | Potency, µM (doses to about 57 µM), inactives show at the highest dose activity change, negative = inhibition, most hits filed as inhibitors | 360,000 compounds, 0.72% hits; further: potency means the concentration at half of the fitted maximal effect; on the % scale 0 is the no-effect control and ±100 the full control effect; nearly all actives have a fitted effect of over 55% in size
#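 qHTS (up to 57 uM final) was run with 24 h compound exposure of reporter cells at 37 °C. Each well was multiplexed: SteadyGlo luminescence measured ATXN2-luciferase expression after a fluorogenic Gly-Phe-AFC viability readout (25 uM final).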
# Active calls of the source: *; i = inactive; ? = inconclusive; nt = no result given; [ ] = dose if it differs, or a comment. Unless noted, the call rests on the fitted dose curve; in most records, active means well fitted curve in the direction sought with a large enough effect; inconclusive means small, poorly fitted or top-dose-only effect, or another doubt; inactive means no such curve, though single readings can be large; an effect the other way counts as inactive or inconclusive.
molecule	IL-1B inflam inh	Nrf2 ARE act	MCF10A rerep	Nrf2 block	HepG2 tox	S2 tox	TGFb inhibitor	A549 tox	ATXN2 expr inh
Cc1cccc(NC(=O)c2ccc(S(=O)(=O)C(F)F)cc2)c1C	-17.1	2.5%	-0.1%	4.9%	-4.2%	i	0.0%	-0.7%	11.8%
CCOC(=O)CC(NS(=O)(=O)c1ccc2[nH]c(=O)sc2c1)c1ccc(C)cc1 (stereo not given)	62.6	5.8%	5.1%	10.6%	-2.2%	i	0.2%	-1.3%	0.4%
COc1ccc(S(=O)(=O)c2nnn(-c3ccccc3Cl)c2N)cc1	23.5	-0.6%	-5.6%	-14.9%	-15.1%	i	-7.9%	0.9%	-15.8%
CCn1c(=O)c2sccc2n2c(CCCC(=O)Nc3ccc(Oc4ccccc4)cc3)nnc12	nt	7.3%	nt	-2.0%	-12.7%	nt	?	-14.5%	nt
O=C(Nc1ccccc1)NC1CCCCCCC1	?	0.4%	-8.8%	4.6%	-7.2%	i	0.9%	-5.2%	91.0%[activator]
Cc1cc(C)c(OCCN(C)Cc2ccccc2)c(Br)c1	8.6	0.1%	7.9%	26.6%	-53.8%	i	-1.3%	0.8%	-20.2%
COc1ccc(O)c(/C=N/NS(=O)(=O)c2ccc(C)cc2)c1	2.5	1.6%	-1.6%	0.2%	16.7%	i	14.4%	2.0%	19.2%
CN(C)c1ccc(/C=N/NC(=O)c2sccc2-n2cccc2)cc1	-5.0	8.3%	-47.8%[inhibitor]	?	9.4%	i	0.0%	6.8%	17.0%
CCCCOC(=O)C(C#N)c1nc2ccccc2nc1N1CCOCC1 (stereo not given)	?	0.0%	?	nt	2.4%	i	-18.4%	-27.3%	-3.5%
CN(CC(=O)Nc1ccc(S(N)(=O)=O)cc1)Cc1ccccc1F	11.8	-0.3%	-3.0%	1.6%	-1.1%	i	-6.8%	-1.5%	2.4%
O=c1[nH][nH]c(C(F)(F)F)c1C=Nc1cccc(Cl)c1	-6.3	-0.7%	4.6%	0.0%	-10.3%	i	-1.2%	-0.4%	-0.8%
COc1ccc(S(=O)(=O)c2c(SC)nn(CC(=O)Nc3cccc(C)c3C)c2N)cc1	nt	5.1%	nt	?	1.6%	?	?	-1.2%	?

# Another view of 7 compounds above.
# Sequence of screens: IL-1B inflam inh	Nrf2 ARE act	MCF10A rerep	Nrf2 block	HepG2 tox	S2 tox	TGFb inhibitor	A549 tox	ATXN2 expr inh
CCOC(=O)CC(NS(=O)(=O)c1ccc2[nH]c(=O)sc2c1)c1ccc(C)cc1 (stereo not given)
    62.6	5.8%	5.1%	10.6%	-2.2%	i	0.2%	-1.3%	0.4%
COc1ccc(S(=O)(=O)c2nnn(-c3ccccc3Cl)c2N)cc1
    23.5	-0.6%	-5.6%	-14.9%	-15.1%	i	-7.9%	0.9%	-15.8%
CCn1c(=O)c2sccc2n2c(CCCC(=O)Nc3ccc(Oc4ccccc4)cc3)nnc12
    nt	7.3%	nt	-2.0%	-12.7%	nt	?	-14.5%	nt
O=C(Nc1ccccc1)NC1CCCCCCC1
    ?	0.4%	-8.8%	4.6%	-7.2%	i	0.9%	-5.2%	91.0%[activator]
Cc1cc(C)c(OCCN(C)Cc2ccccc2)c(Br)c1
    8.6	0.1%	7.9%	26.6%	-53.8%	i	-1.3%	0.8%	-20.2%
COc1ccc(O)c(/C=N/NS(=O)(=O)c2ccc(C)cc2)c1
    2.5	1.6%	-1.6%	0.2%	16.7%	i	14.4%	2.0%	19.2%
CN(C)c1ccc(/C=N/NC(=O)c2sccc2-n2cccc2)cc1
    -5.0	8.3%	-47.8%[inhibitor]	?	9.4%	i	0.0%	6.8%	17.0%

# The results go on:
molecule	IL-1B inflam inh	Nrf2 ARE act	MCF10A rerep	Nrf2 block	HepG2 tox	S2 tox	TGFb inhibitor	A549 tox	ATXN2 expr inh
Nc1cccc(S(=O)(=O)N2CCOCC2)c1	nt	nt	nt	?	-3.0%	nt	-4.7%	1.6%	nt
CN(NS(=O)(=O)c1ccc(F)cc1)c1ncc(C(F)(F)F)cc1Cl	4.2	-0.7%	-9.8%	-6.8%	-0.8%	i	5.3%	1.4%	-3.8%
CC(=O)ON1C(C)(C)CC(OC(=O)c2ccccc2)CC1(C)C	15.5	2.5%	4.0%	-5.9%	-17.6%	i	-1.8%	-0.8%	-8.2%
Cc1ccccc1Cn1c2ccccc2c2cnn(CC(=O)NC(C)CCc3ccccc3)c(=O)c21 (stereo not given)	nt	-0.6%	nt	-7.6%	-18.0%	?	-18.5%	0.7%	-13.8%
O=C(N/N=C(\c1ccccc1)c1cccnc1)C(O)(c1ccccc1)c1ccccc1	-15.8	-0.3%	9.0%	-15.7%	11.2µM*	i	-14.5%	1.3%	-0.2%
CCOC(=O)N1CCN(C(=S)NC(=O)c2cccc(OC)c2)CC1	3.5	-0.6%	26.3%	?	-19.9%	i	-1.2%	3.7%	3.6%
COC(=O)c1ccc(-c2ccc(F)cc2)nc1C	-5.8	3.0%	-5.6%	?	8.3%	i	0.0%	0.6%	68.8%[activator]
COc1ccc(C(=O)C(c2ccccc2)N2CCOCC2)cc1 (stereo not given)	6.7	0.0%	-4.2%	9.9%	9.3%	i	9.6%	0.1%	8.5%
COCCN(C(=O)C1CCN(C(=O)c2ccccc2C)CC1)c1c(N)n(CC(C)C)c(=O)[nH]c1=O	4.3	0.3%	-1.2%	1.9%	-6.1%	i	0.1%	2.6%	-0.6%
COC(=O)c1ccccc1NC(=O)CSc1nnc2cc(C)c3cc(C)cc(C)c3n12	nt	-0.5%	nt	-21.5%	-24.8%	?	-11.4%	0.5%	-4.7%
CC(=O)NCCC(=O)N1CCc2c([nH]c3ccccc23)C1c1cccc(C)c1 (stereo not given)	9.6	9.3%	-25.5%	19.7%	0.0%	i	36.6%	-8.5%	73.6%[activator]
COc1ccc(-c2cc(C(=O)OC(C)C(=O)c3ccccc3)c3cccc(Cl)c3n2)cc1 (stereo not given)	nt	3.8%	nt	11.1%	-0.4%	i	-1.4%	-0.7%	3.9%

molecule	IL-1B inflam inh	Nrf2 ARE act	MCF10A rerep	Nrf2 block	HepG2 tox	S2 tox	TGFb inhibitor	A549 tox	ATXN2 expr inh
O=C(O)c1cccc2c1C(=O)c1cc([N+](=O)[O-])ccc1-2	4.2	0.0%	?	?	-25.2%	i	0.0%	?	-12.9%
C[C@@H](C(=O)OCn1nnc2ccccc2c1=O)N1C(=O)C2CCCCC2C1=O (stereo not given in full)	-4.8	-0.3%	-1.8%	19.2%	-11.9%	i	-26.3%	14.7%	nt
Nc1ccc(-c2nc3ccc(N)cc3s2)cc1	-80.2*	-1.2%	?	?	-26.4%	i	-14.1%	-1.5%	20µM*
CCN(CC)C(=O)Nc1cnc2ccccc2c1	-0.3	0.0%	-2.8%	?	0.1%	i	?	-5.4%	28.6%
CC1(C)CC(=O)c2c(O)cc(OCC(=O)NCCc3ccc(S(N)(=O)=O)cc3)cc2O1	14.3	-0.2%	-10.8%	2.0%	-11.4%	i	3.2%	9.3%	2.2%
CCOc1ccc(NC(=O)CN(C)C(=O)C2CC(=O)N(CCc3ccc(OC)c(OC)c3)C2)cc1OCC (stereo not given)	-2.9	2.9%	0.0%	1.2%	-8.1%	i	-15.1%	-0.2%	2.9%
CN(CCN1CCOCC1)C(=O)c1cc(COc2ccc(F)cc2Cl)on1	-11.9	0.8%	nt	nt	-15.0%	i	-1.4%	nt	nt
COc1ccc(NC(=S)N/N=C2\CC(C)(C)Oc3ccc(O)cc32)cc1	-11.9	4.1%	26.9%	7.3%	-17.4%	i	?	0.8%	6.9%
CCCCn1c(=O)n(CC(=O)Nc2c(CC)cccc2CC)c(=O)c2c1nc(CO)n2CCC	3.6	0.5%	0.5%	nt	1.2%	i	0.0%	-3.9%	112.3%[activator]
COc1ccc(CCNC(=O)CCCCn2c(=O)c3ccccc3n(CC(=O)Nc3ccc(C)cc3C)c2=O)cc1OC	nt	0.4%	nt	-5.7%	2.6%	i	0.2%	-11.5%	8.8%
COc1ccccc1-c1ccc(SCC(=O)NC2CCCCC2)nn1	0.0	2.5%	-0.1%	-6.6%	-17.1%	i	4.7%	-7.4%	-12.5%
CN(CC(=O)NCc1ccc(Cl)cc1)S(=O)(=O)c1cccc2nsnc12	-18.0	-0.4%	6.4%	19.4%	-11.7%	i	?	17.2%	-0.3%

molecule	IL-1B inflam inh	Nrf2 ARE act	MCF10A rerep	Nrf2 block	HepG2 tox	S2 tox	TGFb inhibitor	A549 tox	ATXN2 expr inh
COc1ccc(C(=O)Nc2ccnn2C2CCN(Cc3ccncc3)CC2)cc1	i	0.5%	-0.5%	-2.8%	5.6%	i	-7.5%	-3.7%	8.4%
CNc1ccc(Br)cc(C(=O)/C=C/c2ccc(OC)cc2OC)c1=O	?	?	?	10.9%	-2.8%	i	?	-9.7%	2.6%
CCOc1cc(OCC)cc(C(=O)N2CCC[C@H]2C(=O)N2CCC[C@H]2C(=O)N[C@@H](C)c2ccccc2)c1	-1.6	0.0%	nt	nt	nt	i	nt	nt	3.6%
S=C(NCc1ccccn1)Nc1ccc(Cl)c(Cl)c1	-63.3*	3.2%	12.5%	13.5%	-25.5%	i	?	7.9%	7.0%
Cn1c(=O)c2c(ncn2CC(=O)N/N=C/c2ccco2)n(C)c1=O	15.5	0.8%	7.5%	1.8%	-3.1%	i	-1.2%	8.4%	-11.0%
CSc1nc(N)n2nccc2n1	0.0	0.7%	nt	nt	-1.0%	i	4.5%	nt	-5.2%
C[C@@H]1COC(=O)[C@@H](CC(=O)OC(C)(C)C)C/C=C\C[C@@H](CC(=O)N[C@@H](CO)Cc2ccccc2)C(=O)N1	-2.2	0.3%	8.3%	8.4%	1.9%	i	-3.0%	3.2%	-6.2%
Cc1ccc(NC(=O)C2=C(O)c3ccccc3N(C)S2(=O)=O)cc1	10.2	-0.7%	-0.9%	?	-7.7%	i	1.1%	-3.9%	2.2%
